BH1578 lux ind: inducers of Vibrio cholerae quorum light production without autoinducers, primary screen, BH1578 luxS cqsA deficient, single point. V. cholerae BH1578 lux reporter, luminescence, 6 h. activation, % at 18.7 µM. hit rate 0.16% among 350,000; in the data active = activation mostly above about 9.7%, no sharp cut-off; also: not every result past the cut was called active; inactives centre near 0; reference of the scale not given here
PriA SSB inh: inhibitors of Klebsiella pneumoniae PriA binding to SSB C-terminal tail, primary screen, biochemical, AlphaScreen. inhibition, % at 33 µM. AID 1272365, 2023. PriA–SSB C-terminal tail interaction (Klebsiella pneumoniae). AlphaScreen SSBct-PriA binding, biotinylated peptide. hit rate 0.6% among 430,000; in the data active = inhibition mostly above about 37%, no sharp cut-off; inactive = mostly below about 20%;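 also: plate controls were negative control peptide for no effect and reference peptide for full effect; strong numbers were not always called active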
3CLpro inhibitor: SARS-CoV 3CLpro protease inhibitors, primary screen, biochemical, quenched FRET | Replicase polyprotein 1ab (Severe acute respiratory syndrome coronavirus), P0C6X7 | recombinant SARS-CoV 3CLpro, quenched FRET peptide cleavage | inhibition, % at 6 µM | hit rate 0.14% among 290,000; in the data active = inhibition above about 12%
PrPC surface inh: inhibitors of human cell surface prion protein PrPC, primary screen, cell-based, TR-FRET; Major prion protein (Homo sapiens), P04156; TR-FRET read-out; inhibition, % at 13.8 µM; hit rate 0.43% among 370,000; in the data active = inhibition above about 24%; also: 0% = median of the test wells and 100% = reference compound wells
VHR inh abs: VHR1 phosphatase inhibitors, primary screen, biochemical, absorbance, uHTS | recombinant VHR phosphatase, pNPP absorbance | inhibition, % at 13.3 µM | hit rate 0.52% among 290,000 | AID 1654, 2009 | Dual specificity protein phosphatase 3 (Homo sapiens), P51452; in the data active = inhibition above about 50%; also: some compounds called inactive have numbers as strong as hits
Target sequence (P51452 whole entry, looked up): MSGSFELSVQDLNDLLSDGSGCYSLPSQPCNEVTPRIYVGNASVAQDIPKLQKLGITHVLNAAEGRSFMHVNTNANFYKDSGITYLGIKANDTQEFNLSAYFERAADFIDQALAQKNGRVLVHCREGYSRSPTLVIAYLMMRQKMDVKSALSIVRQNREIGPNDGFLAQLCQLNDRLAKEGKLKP
Y pestis TopoI: Yersinia pestis topoisomerase I inhibitors, primary screen, biochemical, cleavage product accumulation, plate reader, single point; DNA topoisomerase I (Yersinia pestis CO92); Y. pestis Topo-I cleavage product accumulation; activity, % at 10 µM; hit rate 0.064% among 360,000; in the data active = activity above about 50%, passing the limit was not always enough; also: inactives centre near 2
Rv3671c protease: Rv3671c serine protease inhibitors, primary screen, biochemical, fluorescence polarization, M. tuberculosis H37Rv; P9WHR9; inhibition, % at 5.96 µM; hit rate 0.048% among 320,000; AID 2606, 2010; in the data active = inhibition above about 38%;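 also: extracellular domain of Rv3671c used as enzyme; 0% = enzyme with DMSO and 100% = no enzyme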
Target sequence (P9WHR9 whole entry, looked up, the tested form may be a part): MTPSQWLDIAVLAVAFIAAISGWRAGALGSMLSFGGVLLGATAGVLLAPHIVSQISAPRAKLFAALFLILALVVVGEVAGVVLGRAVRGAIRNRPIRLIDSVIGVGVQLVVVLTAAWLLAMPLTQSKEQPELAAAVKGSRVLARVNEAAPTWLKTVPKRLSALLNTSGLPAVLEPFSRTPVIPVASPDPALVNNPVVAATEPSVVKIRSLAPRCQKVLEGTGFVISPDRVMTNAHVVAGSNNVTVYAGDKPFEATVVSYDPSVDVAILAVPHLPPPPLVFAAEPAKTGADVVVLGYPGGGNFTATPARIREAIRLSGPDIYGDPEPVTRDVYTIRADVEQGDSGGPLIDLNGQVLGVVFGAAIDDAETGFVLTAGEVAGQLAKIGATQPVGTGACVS
CCHF vOTU inh: CCHFV vOTU protease inhibitors, primary screen, biochemical, Pep-AMC substrate, fluorescence | AID 651958, 2012 | Crimean-Congo hemorrhagic fever virus L polyprotein viral ovarian tumor (vOTU) protease … | hit rate 0.55% among 370,000 | inhibition, % at 11.5 µM; in the data active = inhibition above about 30%; also: 0% = vehicle wells with enzyme and 100% = no enzyme wells
MazEF act: activators of E. coli MazEF toxin-antitoxin RNase, primary screen, biochemical, fluorescence, uHTS. AID 504720, 2011. hit rate 0.32% among 350,000. FAM/BHQ RNA-DNA oligo cleavage fluorescence, 5 h. activation, % at 20 µM; in the data active = activation above about 50%
Target sequence (P0AE70 whole entry, looked up): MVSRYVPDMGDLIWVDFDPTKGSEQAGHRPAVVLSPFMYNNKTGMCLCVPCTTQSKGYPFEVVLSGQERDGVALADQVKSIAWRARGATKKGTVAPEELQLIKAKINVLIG
TcdB inh: TcdB glycohydrolase inhibitors, primary screen, biochemical, single point, plate reader; Toxin B (Clostridioides difficile), P18177; TcdB glycohydrolase enzymatic assay; inhibition, % at 9.99 µM; hit rate 0.24% among 350,000; AID 652162, 2013; in the data active = inhibition above about 10%
Numbers without * were called inactive. A portion of the library, so the mix of outcomes need not match the whole.

How did C[C@]12C(=O)N(c3cccc(F)c3)C(=O)N1[C@@H]1c3ccccc3OC[C@@H]1[C@H]2c1ccccc1 do in these assays?
BH1578 lux ind: inactive; PriA SSB inh: 1; 3CLpro inhibitor: 8; PrPC surface inh: -2; VHR inh abs: 17; Y pestis TopoI: 3; Rv3671c protease: -6; CCHF vOTU inh: 5; MazEF act: -2; TcdB inh: 1.1

How did Cc1ccccc1CN1CCN(CCCc2ccccc2)C(CCO)C1 (configuration not stated) do in these assays?
BH1578 lux ind: -0.8; PriA SSB inh: 0; 3CLpro inhibitor: -9; PrPC surface inh: 7; VHR inh abs: 6; Y pestis TopoI: 16; Rv3671c protease: -8; CCHF vOTU inh: 5; MazEF act: 4; TcdB inh: 0.4

How did O=C(CCN1CCN(CCO)CC1)Nc1cccc(Br)c1 do in these assays?
BH1578 lux ind: -0.7; PriA SSB inh: 3; 3CLpro inhibitor: 0; PrPC surface inh: 7; VHR inh abs: 5; Y pestis TopoI: -5; Rv3671c protease: 1; CCHF vOTU inh: 8; MazEF act: 6; TcdB inh: -7.7

How did N#Cc1c(NC(=O)CSc2nc(N)cc(=O)[nH]2)sc2c1CCCCCC2 do in these assays?
BH1578 lux ind: -0.5; PriA SSB inh: -6; 3CLpro inhibitor: -3; PrPC surface inh: 15; VHR inh abs: -5; Y pestis TopoI: 29; Rv3671c protease: -4; CCHF vOTU inh: 1; MazEF act: 5; TcdB inh: 0.1

What do the screens show for `O=C(/C=C/c1ccc(F)cc1)N1CCN(c2ccccn2)CC1`?
BH1578 lux ind: 0.0; PriA SSB inh: -11; 3CLpro inhibitor: 1; PrPC surface inh: -8; VHR inh abs: 3; Y pestis TopoI: 7; Rv3671c protease: -8; CCHF vOTU inh: -6; MazEF act: 5; TcdB inh: 1.4

Results for CNC(=O)CSc1nnc(C(C)C)n1C ?
BH1578 lux ind: -0.6; PriA SSB inh: -23; 3CLpro inhibitor: 0; PrPC surface inh: -4; VHR inh abs: 22; Y pestis TopoI: -9; Rv3671c protease: 5; CCHF vOTU inh: -11; MazEF act: 3; TcdB inh: 0.3

How did CCNC(=O)N1C(CC(=O)OCC)C(=O)NC2CCCCC21 (configuration not stated) do in these assays?
BH1578 lux ind: 0.9; PriA SSB inh: 11; 3CLpro inhibitor: 2; PrPC surface inh: 3; VHR inh abs: -14; Y pestis TopoI: -8; Rv3671c protease: -5; CCHF vOTU inh: 12; MazEF act: -6

What do the screens show for `CC(=O)Nc1ccc(S(=O)(=O)N(C)CC(=O)NNC(=O)c2cccs2)cc1`?
BH1578 lux ind: inactive; PriA SSB inh: 6; PrPC surface inh: 1; Y pestis TopoI: 2; Rv3671c protease: 13; CCHF vOTU inh: -9; MazEF act: -2; TcdB inh: 1.1

How did COCCN(C(=O)C1CC(=O)N(Cc2ccc(C)cc2)C1)c1c(N)n(CC(C)C)c(=O)[nH]c1=O (configuration not stated) do in these assays?
BH1578 lux ind: -5.7; PriA SSB inh: 9; PrPC surface inh: 4; Y pestis TopoI: -6; Rv3671c protease: -6; CCHF vOTU inh: -4; MazEF act: -4; TcdB inh: 1.1

How did CSc1ccc(S(=O)(=O)Nc2ccccc2C(=O)N2CCOCC2)cc1 do in these assays?
BH1578 lux ind: 0.8; PriA SSB inh: -2; 3CLpro inhibitor: -5; PrPC surface inh: 4; VHR inh abs: 22; Y pestis TopoI: -5; Rv3671c protease: -4; CCHF vOTU inh: 1; MazEF act: 0; TcdB inh: 1.0

How did CCCCn1c2ccc(F)cc2c2nnc(SCCN3CCOCC3)nc21 do in these assays?
BH1578 lux ind: inactive; PriA SSB inh: -14; 3CLpro inhibitor: -2; PrPC surface inh: -16; VHR inh abs: -2; Y pestis TopoI: 21; CCHF vOTU inh: -4; MazEF act: -1; TcdB inh: 0.6

What do the screens show for `CN(CC(=O)Nc1cc(Cl)ccc1C#N)C1CCS(=O)(=O)C1` (configuration not stated)?
BH1578 lux ind: inactive; PriA SSB inh: -10; PrPC surface inh: 1; Y pestis TopoI: -7; Rv3671c protease: 1; CCHF vOTU inh: 2; MazEF act: 5; TcdB inh: 0.6

What do the screens show for `COc1ccc(NC(=O)C2CCC(=O)N2S(=O)(=O)c2ccc(C)cc2)cc1Cl` (configuration not stated)?
BH1578 lux ind: -5.6; PriA SSB inh: 7; 3CLpro inhibitor: 2; PrPC surface inh: 2; VHR inh abs: 2; Y pestis TopoI: 0; Rv3671c protease: -4; CCHF vOTU inh: 11; MazEF act: 7; TcdB inh: 0.0

How did Oc1oc(-c2ccccc2)nc1C=Nc1cccc2ccccc12 do in these assays?
BH1578 lux ind: inactive; PriA SSB inh: -73; 3CLpro inhibitor: 4; PrPC surface inh: 2; VHR inh abs: 0; Y pestis TopoI: -1; Rv3671c protease: -20; CCHF vOTU inh: 1; MazEF act: -40; TcdB inh: 0.3

How did O=C(Nc1cccc(Cc2ccccc2)c1)Nc1cccc2[nH]c([C@@H]3O[C@H](CO)[C@@H](O)[C@H](O)[C@H]3O)nc12 do in these assays?
BH1578 lux ind: inactive; PrPC surface inh: -7; Y pestis TopoI: 3; CCHF vOTU inh: 4; TcdB inh: 1.7

Results for O=S(=O)(c1ccc(Cl)cc1)N1CCCc2ccccc21 ?
BH1578 lux ind: -0.9; PriA SSB inh: -64; 3CLpro inhibitor: 0; PrPC surface inh: 7; VHR inh abs: -16; Y pestis TopoI: 18; Rv3671c protease: 2; CCHF vOTU inh: -2; MazEF act: 2; TcdB inh: 1.8

How did CC(C)(C)C(=O)CN1C(=O)NC(C)(Cc2ccc3c(c2)OCO3)C1=O (configuration not stated) do in these assays?
BH1578 lux ind: inactive; PriA SSB inh: -13; 3CLpro inhibitor: 3; PrPC surface inh: 2; VHR inh abs: 27; Y pestis TopoI: -2; Rv3671c protease: 0; CCHF vOTU inh: -6; MazEF act: -6; TcdB inh: -3.5

How did CCCC(C)c1nc(C(N)=O)c2[nH]c(=O)n(-c3ccc(OC)cc3OC)c2n1 (configuration not stated) do in these assays?
BH1578 lux ind: 0.7; PriA SSB inh: 2; 3CLpro inhibitor: -2; VHR inh abs: 4; Y pestis TopoI: 12; Rv3671c protease: -1; MazEF act: -2

How did N#Cc1c(Cl)c(Cl)c2nnc(-c3ccc(Br)cc3)n2c1Cl do in these assays?
3CLpro inhibitor: -2; PrPC surface inh: 4; VHR inh abs: 20; Rv3671c protease: 0; CCHF vOTU inh: 3

How did CCOc1ccccc1CN1CCNC(=O)C1CC(=O)NCCN1CCOC1=O (configuration not stated) do in these assays?
BH1578 lux ind: inactive; PriA SSB inh: 5; 3CLpro inhibitor: -2; PrPC surface inh: -1; VHR inh abs: 7; Y pestis TopoI: 0; Rv3671c protease: -4; CCHF vOTU inh: 12; MazEF act: 14; TcdB inh: 1.0

Results for Cc1ccc(S(=O)(=O)N2CCOC2CNC(=O)C(=O)NCc2ccc(Cl)cc2)cc1 (configuration not stated) ?
BH1578 lux ind: -0.7; PriA SSB inh: 2; 3CLpro inhibitor: -1; PrPC surface inh: -5; VHR inh abs: 14; Y pestis TopoI: 39; Rv3671c protease: 0; CCHF vOTU inh: -2; MazEF act: 1; TcdB inh: 0.8

Results for COC(=O)c1cc(F)c(-n2cncn2)c(F)c1 ?
BH1578 lux ind: -0.2; PriA SSB inh: 1; 3CLpro inhibitor: -1; PrPC surface inh: 4; VHR inh abs: 6; Y pestis TopoI: 1; Rv3671c protease: 1; CCHF vOTU inh: -7; MazEF act: -2; TcdB inh: 0.3

What do the screens show for `CCOC(=O)C1=C(O)C(=O)N(CCCn2ccnc2)C1c1ccc(C)cc1` (configuration not stated)?
BH1578 lux ind: -0.2; PriA SSB inh: 1; 3CLpro inhibitor: 0; PrPC surface inh: 5; VHR inh abs: -2; Y pestis TopoI: 7; Rv3671c protease: -16; CCHF vOTU inh: -3; MazEF act: 0; TcdB inh: 0.1

What do the screens show for `O=C(Cc1ccc(F)cc1)N1CCN=C1SCc1cccc([N+](=O)[O-])c1`?
BH1578 lux ind: -0.9; PriA SSB inh: -5; 3CLpro inhibitor: 1; PrPC surface inh: -2; VHR inh abs: 34; Y pestis TopoI: 10; Rv3671c protease: 9; CCHF vOTU inh: -8; MazEF act: 5; TcdB inh: 1.8

Results for CC(=O)N1CCSc2ccc(S(=O)(=O)Nc3ccccc3C)cc21 ?
BH1578 lux ind: -0.3; PriA SSB inh: 7; 3CLpro inhibitor: -2; PrPC surface inh: 6; VHR inh abs: 47; Y pestis TopoI: 0; Rv3671c protease: 0; CCHF vOTU inh: -12; MazEF act: -6; TcdB inh: 1.1

Results for O=C1COc2ccc(C(=O)COC(=O)CNS(=O)(=O)c3cccc(F)c3)cc2N1 ?
BH1578 lux ind: 0.3; PriA SSB inh: 3; PrPC surface inh: -6; Y pestis TopoI: -3; Rv3671c protease: 9; CCHF vOTU inh: 0; MazEF act: 9; TcdB inh: 12*

What do the screens show for `O=C(Nc1ccc(C(=O)O)cc1)Nc1ccc(F)cc1F`?
BH1578 lux ind: -0.4; PriA SSB inh: -4; 3CLpro inhibitor: 7; PrPC surface inh: 2; VHR inh abs: 20; Y pestis TopoI: -13; Rv3671c protease: 14; CCHF vOTU inh: -2; MazEF act: 16; TcdB inh: 0.8

How did CSCCC(NS(=O)(=O)c1ccc(F)cc1)C(=O)NCc1ccc(S(N)(=O)=O)cc1 (configuration not stated) do in these assays?
BH1578 lux ind: -0.3; PriA SSB inh: -16; 3CLpro inhibitor: 1; PrPC surface inh: 1; VHR inh abs: 7; Y pestis TopoI: 5; Rv3671c protease: 4; CCHF vOTU inh: -10; MazEF act: 0; TcdB inh: 0.7

Results for O=S(=O)(CCC1CCCCN1)c1ccccc1 (configuration not stated) ?
BH1578 lux ind: -0.4; PriA SSB inh: 0; 3CLpro inhibitor: -6; PrPC surface inh: -4; VHR inh abs: 2; Y pestis TopoI: 1; Rv3671c protease: 10; CCHF vOTU inh: 3; MazEF act: 4; TcdB inh: -0.1

Sorted by formula weight (ascending): part of the list above
What do the screens show for `O=C(Nc1ccc(C(=O)O)cc1)Nc1ccc(F)cc1F`?
BH1578 lux ind: -0.4; PriA SSB inh: -4; 3CLpro inhibitor: 7; PrPC surface inh: 2; VHR inh abs: 20; Y pestis TopoI: -13; Rv3671c protease: 14; CCHF vOTU inh: -2; MazEF act: 16; TcdB inh: 0.8

What do the screens show for `CCOC(=O)C1=C(O)C(=O)N(CCCn2ccnc2)C1c1ccc(C)cc1` (configuration not stated)?
BH1578 lux ind: -0.2; PriA SSB inh: 1; 3CLpro inhibitor: 0; PrPC surface inh: 5; VHR inh abs: -2; Y pestis TopoI: 7; Rv3671c protease: -16; CCHF vOTU inh: -3; MazEF act: 0; TcdB inh: 0.1

Results for O=C1COc2ccc(C(=O)COC(=O)CNS(=O)(=O)c3cccc(F)c3)cc2N1 ?
BH1578 lux ind: 0.3; PriA SSB inh: 3; PrPC surface inh: -6; Y pestis TopoI: -3; Rv3671c protease: 9; CCHF vOTU inh: 0; MazEF act: 9; TcdB inh: 12*

How did CSCCC(NS(=O)(=O)c1ccc(F)cc1)C(=O)NCc1ccc(S(N)(=O)=O)cc1 (configuration not stated) do in these assays?
BH1578 lux ind: -0.3; PriA SSB inh: -16; 3CLpro inhibitor: 1; PrPC surface inh: 1; VHR inh abs: 7; Y pestis TopoI: 5; Rv3671c protease: 4; CCHF vOTU inh: -10; MazEF act: 0; TcdB inh: 0.7
